Giardia killer – Giardia lamblia killing; Giardia lamblia trophozoite viability; 0.15% of 340,000 active; activity change, % at 7.66 µM, hits read low; in the data active = activity change below about -80%; inconclusive = between about -30% and that limit;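 also: parasites exposed to compound for two days anaerobically before the ATP read; % is scaled to controls: 0 for no effect and ±100 for the full control effect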
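Giardia lamblia trophozoites (100 cells/well) were incubated with compounds for 48 h at 37 deg C under anaerobic conditions. Viability was read as ATP content by one-step luminescence after 15-30 min at room temperature.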
Coupling enz – inhibits coupling enzyme system, counter-screen for aldolase hits | 0.67% of 290,000 active | coupling enzyme system counterscreen, AmpLite Red fluorescence | AID 2472 | activity change, negative = inhibition, % at 58.2 µM, hits read low; in the data active = activity change below about -30%; also: % is scaled to controls: 0 for no effect and ±100 for the full control effect
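Coupling enzymes only (glyceraldehyde-3-phosphate) + compound, at 57.5 uM final, 10 min RT; add substrate/coupling/AmpLite Red mix, 20 min RT; fluorescence ex 525/em 598 nm. Actives flag coupling-system interference.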
Chronic BCR inh – inhibitors of chronic active B-cell receptor signaling; ABC-DLBCL IkBa-CBG/CBR reporter, luminescence ratio, 4 h; Potency, µM (titrated, usually from 46.1 µM), inactives show at the highest dose ratio change, negative = lower green/red ratio, most hits filed as inhibitors; 0.05% of 340,000 active; active = well fitted inhibition curve with a large enough effect in the signal ratio, with a control signal flat, not every such curve was filed as active; inconclusive = small, poorly fitted or top-dose-only effect, or effect the other way, or a change in a side signal; the % refers to the signal ratio;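 also: potency is read from the fitted curve at half-maximal effect; plate controls were basal doxycycline-induced cells for no effect and cells given 10 µM MG132 for full effect; MG132 reads +100%, hits lower the ratio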
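Concentration-response series (up to 46 uM) were applied to TMD8 dual-reporter cells for 4 h at 37C with doxycycline. Green/red ratio, after filter-overlap correction, defined %Activity; red signal alone was normalised to basal cells and zero luminescence.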
GALK inhibitor – galactokinase (human) inhibition | 0.007% of 270,000 active | P51570 | Purified GALK, Kinase-Glo residual ATP luminescence | Potency, µM (titrated, usually from 57.5 µM), for inactives: at the top dose activity change, negative = inhibition, actives largely listed as inhibitors | AID 1868; also: potency is read from the fitted curve at half-maximal effect; % is scaled to controls: 0 for no effect and ±100 for the full control effect
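Kinase-Glo Plus luminescence measured ATP left after a 1 h room-temperature reaction. The reaction used 5 nM GALK, 100 uM galactose and 35 uM ATP at pH 8.0 (20 mM HEPES, 5 mM MgCl2, 60 mM NaCl, 1 mM DTT, 0.01% BSA).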
Tb PFK inh – blocks T. brucei phosphofructokinase; O15648; Potency, µM (series often up to 57.5 µM), without a hit: at the top dose activity, negative = inhibition, hits mostly inhibitors; T. brucei PFK, ADP-Glo luminescence; 0.17% of 330,000 active;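 also: potency is read from the fitted curve at half-maximal effect; 0% = uninhibited 1x PFK enzyme wells and -100% = no-enzyme wells; nearly all actives have a fitted effect of over 60% in size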
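Luminescent ADP detection (ADP-Glo, two-step: ATP depletion then ADP-to-ATP conversion for luciferase) reported PFK activity after 45 min room-temperature reaction of 1.25 nM enzyme with 0.5 mM F6P and 0.1 mM ATP at pH 8.0.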
TCR activator – T cell receptor activation; primary human leukocytes, anti-CD3, IL-2 HTRF, 48 h; Potency, µM (titrated, usually from 9.22 µM), inactives show at the highest dose activation of IL-2 secretion, hits mostly activators; 330,000 tested, under 10 active; also: % of control where 0% means no effect
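Readout: HTRF IL-2, Eu-cryptate/d2 antibody pair, 320nm excitation, 665nm emission. Stimulus: a-CD3 beads, no co-stimulation. Cells: primary human leukocytes. Exposure: 48 hr with compound.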
hERG WT inh – blocks the wildtype human KCNH2 potassium channel | U2OS, BacMam KCNH2, thallium flux FluxOr; hits give low values | Q12809 | activity change, % at 1.84 µM | 0.37% of 340,000 active;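 active = maximum activity change below -70%; inconclusive = maximum activity change between -70% and -50%; inactive = maximum activity change above -50%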; also: % is scaled to controls: 0 for no effect and ±100 for the full control effect
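U2OS cells were transduced with wild-type KCNH2 virus (2.03 x 10^8 / mL) for 4 h at room temperature, then cultured overnight at 37 C. Thallium flux was read with FluxOr dye. Rate constants were normalized to DMSO controls.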
TSHR antagonist – antagonists of human thyroid stimulating hormone receptor; P16473; TSHR-expressing cells, TSH-stimulated cAMP HTRF, 2 h; hits give low values; activity change, negative = inhibition, % at 11.5 µM; 0.2% of 330,000 active;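 active = activity change below a set negative limit, meaning inhibition stronger than a set level, cut at about -70% in these data; inconclusive = activity change between two set negative limits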; also: % is scaled to controls: 0 for no effect and ±100 for the full control effect
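Cell-based HTRF cAMP assay; TSHR cells + compound, TSH EC80 (4nM final), 2 h, 37 deg C. Lysis with anti-cAMP cryptate and cAMP-d2, 30 min RT, read 665/620 nm.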
A-T KAP1 phos – potential ataxia-telangiectasia treatment; 0.19% of 320,000 active; Potency, µM (titrated, usually from 57.5 µM), without a hit: at the top dose activation, most hits filed as activators; […] A-T fibroblasts, KAP-1 phosphorylation AlphaLISA; neocarzinostatin DNA damage 30 min before lysis; AID 485349; also: potency is read from the fitted curve at half-maximal effect; % of control where 0% means no effect; nearly all actives have a fitted effect of over 45% in size
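hTERT-immortalized A-T patient fibroblasts ([…]), 500 cells/well in OPTI-MEM, 1% FBS, got compounds for 60 min, then NCS for 30 min at 37C. Lysates were then assayed for phospho-KAP-1 by AlphaLISA (anti-pKAP1 donor, anti-KAP1 acceptor beads), 6 hr at 25C.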
CXXC DNA block – inhibitors of human MLL CXXC domain-DNA interaction. Q03164. MLL-CXXC / FITC-HOXA9 DNA fluorescence polarization. Potency, µM (series often up to 115 µM), for the others: at the top dose activity change, negative = inhibition, most hits filed as inhibitors. 0.037% of 290,000 active. AID 2662; active = well fitted inhibition curve with a large enough effect in the polarisation, with a control signal flat, not every such curve was filed as active; inconclusive = small, poorly fitted or top-dose-only effect, or effect the other way, or a change in a side signal; inactive = no such curve, though single readings can be large or run the other way; the % refers to the polarisation; also: potency is read from the fitted curve at half-maximal effect
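Steps: dispense CXXC domain solution (7 uM) → pin compounds or unlabeled HOX-A9 DNA control → 5 min ambient → add FLSN-HOX-A9 solution (50 nM) → spin → 30 min ambient → fluorescence polarization. Tris pH 7.5/NaCl/DTT/BSA buffer.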
An asterisk follows results filed as active; ? = inconclusive; / = no result given; [ ] = dose if it differs, or a comment. Unless noted, calls follow the shape of the dose curve; as a rule, active = well fitted curve in the direction sought with a large enough effect; inconclusive = small, poorly fitted or top-dose-only effect, or another doubt; inactive = no such curve, though single readings can be large; an effect the other way counts as inactive or inconclusive.

SMILES	Giardia killer	Coupling enz	Chronic BCR inh	GALK inhibitor	Tb PFK inh	TCR activator	hERG WT inh	TSHR antagonist	A-T KAP1 phos	CXXC DNA block
Cc1cccc(NC(=O)N2CCCc3ccccc32)c1C	15	0	-1%	1%	-6%	3%	7	0	8%	3%
CC(C)CC(=O)NC(=S)Nc1ccc(NC(=O)c2cccs2)cc1	9	4	?	-1%	6%	/	-10	8	-3%	0%
CN(CCCCN1CCOCC1)Cc1nc(-c2ccc3c(c2)OCO3)no1	-4	0	?	2%	-3%	4%	1	-10	-8%	-5%
O=C(NCC(=O)N1CCOCC1)c1ccc(Br)o1	7	/	3%	/	1%	-2%	-1	12	-1%	/
CC(C)(C)NS(=O)(=O)c1ccc(-c2csnn2)s1	2	3	6%	-1%	-6%	9%	-12	26	2%	2%
Nc1nnc(CCN2C(=O)CSC2=O)s1	20	5	?	-4%	-2%	17%	10	8	2%	-3%
CCCn1ncc(C(=O)N(C)C2CCCN(Cc3ccccc3F)C2)c1C (configuration not stated)	-2	/	-17%	2%	2%	10%	-3	10	4%	34%[activator]
OCc1nc2ccccc2n1CC(O)COc1ccccc1 (configuration not stated)	2	-1	-6%	3%	-2%	-3%	-3	5	-2%	1%
Cc1ccc(C(=O)NCc2ccco2)cc1S(=O)(=O)N1CCCC1	14	0	1%	6%	-2%	6%	5	8	1%	31%[activator]
CC1(CC(=O)N/N=C/c2cc([N+](=O)[O-])c(O)cc2O)OCCO1	-28	-1	0%	-4%	-12%	4%	1	-13	-4%	-2%
COc1ccc(OCC(=O)Nc2ccc(OC)c(S(=O)(=O)N3CCCCC3)c2)cc1	-4	/	1%	/	0%	-8%	-6	-22	3%	/
CN1CCCCC1=NCCCn1cnc2c1c(=O)n(C)c(=O)n2C	9	1	-10%	-1%	0%	3%	0	0	-8%	-1%
Cc1ccc2cc(CCNC(=O)C(C)(C)C)c(=O)[nH]c2c1	13	1	0%	0%	-12%	5%	0	12	-4%	-4%
C[C@@H]1CN([C@@H](C)CO)C(=O)c2cc(NC(=O)CCN3CCOCC3)ccc2O[C@@H]1CN(C)C(=O)Nc1ccccc1	5	/	?	/	4%	3%	2	-4	4%	/
O=C(CSCc1c(Cl)cccc1Cl)Nc1ccc2c(c1)OCO2	0	-2	?	0%	1%	-2%	-11	10	/	16%
COc1cc(NC(=O)CN(c2ccc(C)cc2)S(=O)(=O)c2c(C)nn(C)c2C)cc(OC)c1	-13	0	?	-1%	0%	5%	2	-5	-6%	9%
Cn1c(/C(C#N)=C/c2ccncc2)nc2ccccc21	9	3	3%	2%	-3%	6%	/	-6	-2%	2%
Cc1cc(C(=O)CSCCCn2c(=O)[nH]c3ccccc32)c(C)n1C	-4	-2	-3%	2%	-6%	6%	-6	-3	3%	1%
O=C(Nc1ccccc1F)c1cnccn1	5	2	11%	2%	2%	-4%	-2	10	0%	1%
O=C(CCn1c(=S)oc2ccccc21)Nc1cccc(F)c1	5	0	1%	-1%	2%	-1%	-1	12	36%	14%
COc1ccccc1-n1c(N)cc(=O)nc1SCC(=O)Nc1cc(C)on1	6	3	14%	-2%	-9%	-3%	-4	21	-1%	8%
CC(=O)Nc1nc(C)nc(-c2ccccc2OC(C)=O)n1	3	3	4%	-1%	-2%	/	2	23	1%	-1%
O=C(NCC(=O)N1CCN(C/C=C/c2ccccc2)CC1)c1ccc(Br)cc1	-2	/	-4%	/	-1%	-8%	21	-1	4%	/
CCOC(=O)N1CCN(C(=O)Cn2nc(C)n3nc(-c4ccc(CC)cc4)cc3c2=O)CC1	-5	/	-1%	-6%	1%	-1%	1	11	4%	-2%
O=C(NCC(c1ccc(F)cc1)N1CCOCC1)c1cccnc1Sc1ccccc1Cl (configuration not stated)	-21	/	-11%	/	-5%	/	8	-10	12%	/
CC1=C(C(=O)Nc2ccccc2)C(c2ccncc2)n2nnnc2N1 (configuration not stated)	-6	6	3%	4%	0%	4%	-1	3	-1%	-9%
Cc1ccc(CNC(=O)CNC(=S)N(Cc2ccccc2)Cc2ccccc2F)cc1	2	0	-2%	0%	-1%	2%	23	-29	6%	-1%
CC(=O)Nc1cccc(C(=O)N2CCC(n3nccc3NC(=O)CC(C)C)CC2)c1	-11	/	5%	0%	-13%	5%	4	8	10%	-3%
CCCOc1ccc(C(=O)CCN2CCN(C(=O)OCC)CC2)cc1	9	-1	?	0%	0%	-6%	7	-26	-5%	23%
CCOc1ccccc1C(=O)N(C)Cc1cc2cc(OC)ccc2[nH]c1=O	-22	-1	-10%	-1%	4%	2%	1	2	1%	2%
COc1cccc(NC(=O)CN2C(=O)COc3ccc(C)cc32)c1	-4	1	0%	2%	0%	-8%	-8	11	4%	1%
CCCCN1C(=O)NC(NC(=O)C2CC2)(C(F)(F)F)C1=O (configuration not stated)	31[activator]	0	2%	5%	12%	0%	-11	36	2%	13%
Cc1cc(=O)[nH]c(SCC(=O)N2CCN(C(=O)c3ccco3)CC2)n1	8	/	1%	/	1%	-1%	14	/	15%	/
COc1cccc(-c2nnn(CC(=O)N(CC(C)C)C3CCS(=O)(=O)C3)n2)c1 (configuration not stated)	0	/	?	/	3%	3%	4	11	-5%	/
O=C(CSc1ccccc1)Nc1nnc(C2CC2)s1	-19	1	?	5%	-17%	-7%	5	14	-9%	20%
CCOc1cc(/C=C2\SC(=N)N(c3nonc3N)C2=O)ccc1OCC(N)=O	9	4	0%	-2%	4%	-1%[46.1 µM]	-3	-2	-15%	3%

Given bar-delimited: part of the list above
molecule | Giardia killer | Coupling enz | Chronic BCR inh | GALK inhibitor | Tb PFK inh | TCR activator | hERG WT inh | TSHR antagonist | A-T KAP1 phos | CXXC DNA block
CC1=C(C(=O)Nc2ccccc2)C(c2ccncc2)n2nnnc2N1 (configuration not stated) | -6 | 6 | 3% | 4% | 0% | 4% | -1 | 3 | -1% | -9%
Cc1ccc(CNC(=O)CNC(=S)N(Cc2ccccc2)Cc2ccccc2F)cc1 | 2 | 0 | -2% | 0% | -1% | 2% | 23 | -29 | 6% | -1%
CC(=O)Nc1cccc(C(=O)N2CCC(n3nccc3NC(=O)CC(C)C)CC2)c1 | -11 | / | 5% | 0% | -13% | 5% | 4 | 8 | 10% | -3%
CCCOc1ccc(C(=O)CCN2CCN(C(=O)OCC)CC2)cc1 | 9 | -1 | ? | 0% | 0% | -6% | 7 | -26 | -5% | 23%
CCOc1ccccc1C(=O)N(C)Cc1cc2cc(OC)ccc2[nH]c1=O | -22 | -1 | -10% | -1% | 4% | 2% | 1 | 2 | 1% | 2%
COc1cccc(NC(=O)CN2C(=O)COc3ccc(C)cc32)c1 | -4 | 1 | 0% | 2% | 0% | -8% | -8 | 11 | 4% | 1%
CCCCN1C(=O)NC(NC(=O)C2CC2)(C(F)(F)F)C1=O (configuration not stated) | 31[activator] | 0 | 2% | 5% | 12% | 0% | -11 | 36 | 2% | 13%
Cc1cc(=O)[nH]c(SCC(=O)N2CCN(C(=O)c3ccco3)CC2)n1 | 8 | / | 1% | / | 1% | -1% | 14 | / | 15% | /
COc1cccc(-c2nnn(CC(=O)N(CC(C)C)C3CCS(=O)(=O)C3)n2)c1 (configuration not stated) | 0 | / | ? | / | 3% | 3% | 4 | 11 | -5% | /

Next section:
SMILES	Giardia killer	Coupling enz	Chronic BCR inh	GALK inhibitor	Tb PFK inh	TCR activator	hERG WT inh	TSHR antagonist	A-T KAP1 phos	CXXC DNA block
O=C(Cc1ccc(Cl)cc1)Nc1ccc(NC(=O)c2cccs2)cc1	0	0	-6%	9%	2%	-3%	-5	3	0%	7%
O=C(CNC(=O)c1ccco1)Nc1ccc(Br)cc1	-18	2	1%	-1%	2%	-7%	-12	15	27%	3%
COc1cc(CCC(=O)OCC(=O)Nc2ccccc2OC(F)F)cc(OC)c1OC	10	-3	-4%	16%	-2%	-5%	0	-3	4%	2%
CCN(CC(=O)Nc1ccccc1C(F)(F)F)C(=O)c1cccc(N2C(=O)CCC2=O)c1	0	/	?	/	2%	6%	-3	20	3%	/
